MgcRacGAP inhibition: MgcRacGAP GTPase-activating activity inhibitors, confirmation, biochemical, ADP Hunter fluorescence; MgcRacGAP-stimulated Rac1 GTP hydrolysis, ADP Hunter fluorescence; higher % means a stronger effect; GST-tagged Rac1 F28L mutant substrate; inhibition, % at 30 µM; hits with a dose series show IC50 in µM; AID 624330; 340,000 compounds, 0.6% hits;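 active = first-screen hits whose inhibition reached a set limit at any dose in the follow-up dose series; inconclusive = inhibition above the set first-screen limit but never retested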;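 note: fluorescence reports GDP produced by GAP-driven GTP hydrolysis; strong numbers were not always called active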
Large T inhibition: SV40 large T antigen inhibitors, biochemical (AID 1903); SV40 large T antigen ATPase/helicase inhibition assay; higher % means a stronger effect; inhibition, % at 20 µM, or IC50 in µM where a hit was titrated; 310,000 compounds, 0.39% hits; in the data active = a potency from the dose series; inconclusive = inhibition mostly from about 32% at the one dose, without a potency; inactive = the rest, 99 in 100 with inhibition below about 32%; note: strong numbers were not always called active
ER stress rescue: rescue of cells from ER stress-induced death, primary screen, 384-well, CSM14.1, thapsigargin, ATP luminescence (AID 1222). CSM14.1 thapsigargin-induced death rescue, ATP luminescence; higher % means a stronger effect. cellular ATP content (survival), % at 20 µM, or EC50 in µM where a hit was titrated. 190,000 tested, under 10 active;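 active = EC50 below 50 µM in the dose-response confirmation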;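 note: death triggered by thapsigargin at about 15 µM added after 2 h compound pretreatment; cell ATP read after overnight thapsigargin exposure of roughly 18 to 22 hours; normalized against plate controls of thapsigargin alone and 5% DMSO vehicle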
RSV CPE inhibition: inhibition of RSV-induced cytopathic effect – HEp-2 cells, primary 10 µM value included (AID 2391); HEp-2 cells, RSV-induced CPE inhibition; higher % means a stronger effect; CPE inhibition, % at 10 µM, or IC50 in µM where a hit was titrated; 310,000 compounds, 0.13% hits; in the data active = a potency from the dose series; inconclusive = CPE inhibition mostly from about 23% at the one dose, without a potency; inactive = the rest, 99 in 100 with CPE inhibition below about 21%; note: strong numbers were not always called active
Salmonella PhoP GFP: PhoP-dependent GFP reporter repression – Salmonella Typhimurium, primary screen (AID 1863); S. Typhimurium PhoP-regulated promoter GFP reporter, 4 h; higher % means a stronger effect; one-dose inhibition, % at 50 µM; IC50 in µM for titrated hits; 300,000 compounds, 0.16% hits;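 active = inhibition over 29.93%, a cutoff 3 SD above the screen mean, later confirmed by dose response; inconclusive = inhibition over 29.93% but no dose response follow-up; inactive = inhibition at most 29.93% or unconfirmed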;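 note: 0% = low Mg2+ inducing control and 100% = high Mg2+ repressing control; strong numbers were not always called active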
Dengue-2 NS5 capping: Dengue-2 NS5 methyltransferase inhibitors, primary screen, biochemical, confirmation dose response (AID 588689); 340,000 compounds, 0.3% hits; inhibition, % at 25 µM; hits with a dose series show IC50 in µM; Dengue-2 NS5 methyltransferase capping enzyme assay, biochemical; higher % means a stronger effect; in the data active = a potency from the dose series; inconclusive = inhibition above about 29% without an active follow-up result
GPR35 arrestin U2OS: inhibition of zaprinast-stimulated GPR35 beta-arrestin translocation – imaging, U2OS, beta-arrestin-GFP, zaprinast agonist, primary screen (AID 2058). U2OS GPR35 beta-arrestin-GFP translocation imaging, zaprinast antagonism; higher % means a stronger effect. inhibition, % at 10 µM; hits with a dose series show IC50 in µM. 290,000 compounds, 0.052% hits;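 active = inhibition of at least 50% with at least 30 cells and total cytoplasm GFP at most 10,000,000; inconclusive = under 30 cells or total GFP of 10,000,000 plus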
LYP phosphatase: PTPN22 lymphoid phosphatase activity blockers – biochemical, fluorescence intensity, uHTS (AID 1779). recombinant LYP phosphatase, fluorescence intensity; higher % means a stronger effect. inhibition, % at 11.5 µM; hits with a dose series show IC50 in µM. 290,000 compounds, 0.054% hits; in the data active = inhibition above about 50%;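 note: plate controls were vehicle with enzyme for no effect and no enzyme for full effect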
West Nile antiviral: inhibition of WNV-induced cytopathic effect – cell-based, CPE readout (AID 1621); CPE inhibition, % at 10 µM, or IC50 in µM where a hit was titrated; 290,000 compounds, 0.02% hits; West Nile virus-infected cells, CPE inhibition; higher % means a stronger effect; in the data active = a potency from the dose series; inconclusive = CPE inhibition mostly from about 3.7% at the one dose, without a potency; inactive = the rest, 99 in 100 with CPE inhibition below about 2.2%; note: strong numbers were not always called active
Dengue-2 NS5 capping pilot replicate: also measured in Dengue-2 NS5 capping; calls as there; inhibition, %; measured here: pilot screen replicate inhibition
* marks the source's active call; other numbers are inactive results; ? = inconclusive; · = not tested or not shown; & = joins results of further samples.

SMILES | MgcRacGAP inhibition | Large T inhibition | ER stress rescue | RSV CPE inhibition | Salmonella PhoP GFP | Dengue-2 NS5 capping | GPR35 arrestin U2OS | LYP phosphatase | West Nile antiviral | others
O=c1[nH]cc(S(=O)(=O)N2CCN(c3cccc(C(F)(F)F)c3)CC2)c(=O)[nH]1 | 8% | 8% | · | 1.0% | -6% | -9% | · | · | ·
CC(C)CNS(=O)(=O)c1ccc(S(=O)(=O)N2CCCN(Cc3ccccc3)C2)cc1 | -2% | 13% | -3.5% | -2.2% | -8% | -1% | 3% | -8% | -0.1%
Cc1ccc(C)c(NC(=S)N2CCCC2)c1 | 2% | 8% | · | 1.4% | 2% | 1% | 7% | -10% | -0.4%
O=C(NCCc1ccccc1)C1CCCN(c2ncnc3c2nc2n3CCCCC2)C1 (centres undefined) | -26% | 3% | · | -0.1% | 1% | -7% | 4% | -11% | 0.4%
C/C=C(/C)C(=O)Nc1cccc(C2=NOC3(C2)C[C@@H](C(N)=O)N(C(=O)/C=C/CC)C3)c1 (some centres undefined) | 10% | 16% | · | 5.7% | 1% | 1% | -13% | -9% | 1.4%
CC1CCc2cc(F)cc3c(O)c(C(=O)NCc4ccco4)c(=O)n1c23 (centres undefined) | 3% | -3% | -3.0% | · | -1% | -8% | -15% | 6% | ·
O=C(NCc1n[nH]c(=S)n1-c1cccc(Cl)c1)c1ccc(S(=O)(=O)N2CCCC2)cc1 | 4% | 9% | -0.2% | 0.6% | 8% | -6% | 8% | -3% | 0.8%
CN(C)CCCNCCNC(=O)/C=N\O | 5% | 4% | -2.0% | 0.8% | 8% | -1% | 17% | -6% | -0.2%
COCc1cc(=O)[nH]c2cc(NC(=O)C3CC3)c(C)cc12 | 8% | 3% | -3.3% | 0.7% | -11% | -3% | -1% | -6% | -0.2%
Cc1cc(-c2cccc([N+](=O)[O-])c2)nc2ccccc12 | 8% | 4% | -1.1% | 1.2% | -6% | 2% | -3% | -1% | -0.9%
FC(F)Oc1ccc(NC(=S)NC2CCCCCCC2)cc1 | 8% | 2% | · | 8.4% | 6% | -1% | 2% | -9% | -0.4%
O=C1N/C(=C\c2ccsc2)C(=O)N1Cc1ccc(F)cc1 | 4% | 6% | 1.7% | 2.4% | 5% | 3% | 8% | 0% | -0.7%
COc1ccc(/C=C(\NC(=O)c2ccccc2)C(=O)N/N=C/c2cccnc2)cc1 | 10% | 4% | · | 1.3% | -7% | 2% | -10% | 0% | 0.8%
Cn1c(-c2ccccc2)c(C(=O)CC#N)c2ccccc21 | 6% | 10% | · | 5.1% | -9% | -4% | -10% | 2% | 0.1%
CCCS(=O)(=O)N1CCCC(C(=O)NCc2ccc3c(c2)OCO3)C1 (centres undefined) | 4% | 7% | -0.6% | -0.6% | -4% | -2% | 0% | -8% | 0.1%
CCc1ccccc1N(CC)C(=O)c1cn(CC)c(=O)c2cc(OC)c(OC)cc12 | 0% | 5% | -1.7% | 3.3% | 2% | -10% | -2% | -5% | 0.5%
COc1ccc(OC)c(CNC(=O)c2ccc(C)c(NC(=O)C3=C(C)OCCS3)c2)c1 | 12% | -1% | · | 0.4% | -2% | -5% | 17% | -9% | 0.0%
Cc1cc2c(NCCc3ccccc3)ncnc2s1 | 3% | 14% | · | -0.9% | 8% | 1% | 6% | -6% | -0.3%
COc1ccc(CC(=O)NNC(=O)c2cccs2)cc1OC | 1% | 22% | 1.5% | 1.6% | -10% | -5% | 6% | -10% | 1.1%
CCn1c(N)c(C(=O)NC2CCCCC2)sc1=S | -1% | 8% | -0.1% | 0.1% | 2% | -4% | -23% | -2% | -0.4%
Cn1nnnc1SCC(=O)N1CCN(C(=O)c2ccco2)CC1 | 2% | 9% | -1.3% | 3.0% | 10% | 2% | 2% | -10% | -0.1%
Cn1nc(C(F)(F)F)c(-c2ccccc2)c1NC(=O)CSCC(=O)O | 15% | 1% | · | 3.2% | 4% | -1% | -1% | -9% | 0.0%
Cc1ccc(CNC(=O)c2oc3ccc(S(=O)(=O)N4CCOCC4)cc3c2C)cc1 | 4% | -2% | 1.1% | 3.3% | 10% | 2% | -6% | -5% | -0.5%
O=[N+]([O-])c1ccc(Cl)cc1NCC1CCCO1 (centres undefined) | -4% | 2% | · | 5.1% | 7% | -7% | -2% | -5% | -0.7%
O=C(CN1CCN(C2CCCCC2)CC1)Nc1ccccc1-c1ccccc1 | 78µM* | 1% | -0.8% | -1.1% | -6% | 1% | 14% | -3% | ·

Continuation.
SMILES | MgcRacGAP inhibition | Large T inhibition | ER stress rescue | RSV CPE inhibition | Salmonella PhoP GFP | Dengue-2 NS5 capping | GPR35 arrestin U2OS | LYP phosphatase | West Nile antiviral | others
O=C(Nc1ccc(S(=O)(=O)N2CCCC2)cc1)c1cc(F)c(F)cc1Cl | 3% | 12% | · | 2.8% | -5% | -1% | 4% | -4% | -0.5%
C=CCNC(=O)c1c(CSc2ccc(Cl)cc2)noc1C(=O)NCc1ccccc1 | 6% | 17% | · | 2.2% | 5% | -7% | · | · | -1.1%
COc1ccc(S(=O)(=O)N2Cc3ccccc3CC2C(=O)O)cc1 (centres undefined) | 9% | 19% | 1.8% | 0.7% | -7% | 6% | -2% | -3% | -0.2% | Dengue-2 NS5 capping pilot replicate=3.3
COC(=O)CSc1nc(SCc2ccccc2Cl)nc2c1CCCC2 | 11% | 4% | -1.6% | 0.8% | 12% | -12% | -2% | 2% | 0.1%
CCN(CCN(C)C)C(=O)C1CCN(S(=O)(=O)c2c(C)noc2/C=C/c2ccccc2F)CC1 | 4% | 11% | · | 21% | -3% | 1% | 5% | -3% | 0.0%
CC(C)n1nnnc1SCC(=O)N1CCOCC1 | 8% | 14% | 0.8% | 4.0% | -1% | 2% | 32% | -12% | 0.0%
NC(=O)/C(=C/c1ccco1)C(N)=S | ? | 38% | · | · | -3% | 13% | -3% | -1% | 0.1%
CCN1C(=O)c2ccccc2S(=O)c2ccc(C(=O)N3CCCC3)cc21 (centres undefined) | 8% | 1% | · | 0.9% | 0% | 2% | 12% | -4% | -0.1%
CCOC(=O)C1(Cc2cccc(Cl)c2)CCCN(C(=O)c2cc(C)on2)C1 (centres undefined) | 6% | 9% | · | 3.8% | 3% | -5% | 11% | -7% | -0.9%
CCCc1ccc(OCc2ccc(C(=O)NCc3cccnc3)o2)c(OC)c1 | 1% | 4% | -2.6% | 22% | -3% | -4% | 16% | -4% | -1.6%
CN(C)CCSc1nc(-c2ccccc2)nc2c1CCCC2 | · | 12% | · | · | 3% | · | 6% | -2% | -0.1%
COc1ccc2oc(C(=O)OCC(=O)N(C)C3CCCCC3)c(C)c2c1 | 10% | 6% | · | 5.9% | -2% | 1% | · | · | ·
N=C1C(c2nc3ccccc3[nH]2)=C(O)CN1NC(=O)c1c[nH]c2ccccc12 | 9% | -4% | -0.7% | 1.1% | -1% | 3% | 3% | -4% | -0.4%
CCOC(=O)C1=NN(N=O)C2(CC(=O)N(c3cc(C)cc(C)c3)C2=O)C1 (centres undefined) | 5% | 12% | -3.0% | 0.5% | -7% | 25% | 3% | -5% | 0.3%
COC(=O)c1c(NC(=O)COC(=O)C2CCC2)sc(C)c1C | 9% | 15% | · | 4.3% | -2% | -6% | · | · | ·
Cc1ncc(CO)c2c1OC(C)(C)OC2 | -2% | 4% | -0.1% | 1.4% | 2% | -1% | 4% | -1% | -0.2%
Cc1cc(NC(=O)c2c(F)cccc2F)n(-c2nc3ccccc3[nH]2)n1 | 7% | 16% | -0.8% | 2.4% | -1% | -2% | 7% | 0% | 0.9%
c1coc(CN2CCN(C(c3cccs3)c3nnnn3C3CCCC3)CC2)c1 (centres undefined) | 8% | 8% | -0.9% | 1.7% | -6% | 5% | 6% | 1% | -0.3%
CC(C)CCNC(=O)C1CCCN1C(=O)NC1CCCCC1 (centres undefined) | 8% | 6% | -1.8% | 1.0% | 2% | 1% | 1% | -7% | 0.1%
N#Cc1cc2ccccc2n2nnnc12 | 4% | 1% | · | 2.3% | 6% | -8% | 6% | -9% | -0.4%
O=C(O)c1ccc(COCC(F)(F)C(F)F)o1 | 5% | 11% | -1.7% | 1.8% | -11% | -3% | 6% | -8% | -0.1%
COc1ccc(-c2cc(-c3ccc(C)cc3)n[nH]2)c(O)c1 | 8% | 1% | · | 7.2% | -1% | 5% | -9% | 0% | -1.6%
COc1cccc(NC(=O)CN(C)S(=O)(=O)c2ccc3c(c2)CCC(=O)N3)c1 | 9% | 15% | · | 0.9% | · | 4% | -1% | -8% | -0.8%
NS(=O)(=O)c1ccc(CNC(=S)Nc2ccc(F)c(Cl)c2)cc1 | 11% | 14% | 9.8% | 2.7% | 1% | -9% | 8% | -2% | -0.8%
CN(C)CCSc1nnc2sc3ccccc3n12 | 14% | 3% | -1.8% | -1.0% | 2% | -4% | -8% | -4% | 0.0%

The list continues:
SMILES | MgcRacGAP inhibition | Large T inhibition | ER stress rescue | RSV CPE inhibition | Salmonella PhoP GFP | Dengue-2 NS5 capping | GPR35 arrestin U2OS | LYP phosphatase | West Nile antiviral | others
COc1cc(CC(=O)Nc2ccccc2N2CCCCC2)cc(OC)c1OC | 1% | 9% | 0.1% | 20% | -6% | 3% | 10% | 3% | -0.6%
CC(c1ccon1)N(C)C(=O)CCc1nnc(Cc2ccc(-c3ccccc3)cc2)o1 (centres undefined) | 9% | 10% | 0.4% | 9.2% | -9% | 6% | -8% | -10% | -1.4%
O=C(Nc1ccc(Cl)cc1)c1ccco1 | 13% | 5% | · | 1.9% | 2% | 6% | -7% | -6% | -0.9%
O=C(O)CSc1nc2c(c(C(F)(F)F)n1)CCCC2 | -9%&9% | 3%&26% | -0.2% | -0.6%&0.1% | -9%&11% | 6%&2% | 0%&-7% | -6%&0% | 0.4%&0.0%
O=C1CCc2cc(NS(=O)(=O)c3ccc([N+](=O)[O-])cc3)cc3c2N1CCC3 | 4% | 16% | · | 0.8% | 2% | 2% | · | · | ·
CCN(CCNCC(O)COc1ccccc1C(C)C)c1cccc(C)c1 (centres undefined) | 67µM* | 11% | · | 43% | 0% | -3% | 9% | -8% | -0.9%
CC(OC(=O)Cn1c(C(F)(F)F)nc2ccccc21)C(=O)N1CCCc2ccccc21 (centres undefined) | 6% | 10% | 5.9% | -0.1% | 8% | -8% | -1% | -6% | -0.1%
CS(=O)(=O)c1ccc(Cl)c(NC(=O)COC(=O)CNC(=O)c2cccs2)c1 | 4% | 11% | · | -1.6% | 8% | -4% | · | · | ·
Cc1ccc(N2C(=O)c3ccccc3C2=O)nc1 | 4% | 9% | · | 1.0% | 3% | 4% | -7% | -8% | -0.5%

Not a hit list; 1.5% or so of the library scored in one or more.
